Source: PubChem
A-T KAP1 phos: qHTS Assay for Identifying a Potential Treatment of Ataxia-Telangiectasia | […] A-T fibroblasts, KAP-1 phosphorylation AlphaLISA; neocarzinostatin DNA damage 30 min before lysis | Potency, µM (series often up to 57.5 µM), for inactives: at the highest dose activation, usual class: activators | 0.19% of 320,000 active; note: potency is the fitted concentration of half-maximal effect; % of control where 0% means no effect; nearly all actives have a fitted effect of over 45% in size
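hTERT-immortalized A-T patient fibroblasts ([…]), 500 cells/well in OPTI-MEM, 1% FBS, got compounds for 60 min, then NCS for 30 min at 37C. Lysates were then assayed for phospho-KAP-1 by AlphaLISA (anti-pKAP1 donor, anti-KAP1 acceptor beads), 6 hr at 25C.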
Coupling enz: qHTS Assay for Inhibitors of Fructose-1,6-bisphosphate Aldolase from Giardia Lamblia: Coupling assay counterscreen. coupling enzyme system counterscreen, AmpLite Red fluorescence. 0.67% of 290,000 active. activity change, negative = inhibition, % at 58.2 µM, hits read low; in the data active = activity change below about -30%; note: % is set by controls: 0 for no effect and ±100 for the full control effect
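Coupling enzymes only (glyceraldehyde-3-phosphate) + compound, at 57.5 uM final, 10 min RT; add substrate/coupling/AmpLite Red mix, 20 min RT; fluorescence ex 525/em 598 nm. Actives flag coupling-system interference.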
TSHR antagonist: Antagonists of the Thyroid Stimulating Hormone Receptor: HTS campaign. activity change, negative = inhibition, % at 11.5 µM. AID 504810, 2011. 0.2% of 330,000 active. TSHR-expressing cells, TSH-stimulated cAMP HTRF, 2 h; hits give low values. Thyrotropin receptor (Homo sapiens), P16473;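 active = activity change below a set negative limit, meaning inhibition stronger than a set level, cut at about -70% in these data; inconclusive = activity change between two set negative limits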; note: % is set by controls: 0 for no effect and ±100 for the full control effect
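Inhibition of cAMP made by TSHR-expressing cells under TSH stimulation (4nM final, EC80; 2 h, 37 deg C) is quantified with a one-step lysis HTRF kit, anti-cAMP cryptate versus cAMP-d2.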
Tb PFK block: qHTS Assay to Find Inhibitors of T. brucei phosphofructokinase; ATP-dependent 6-phosphofructokinase (Trypanosoma brucei brucei), O15648; T. brucei PFK, ADP-Glo luminescence; Potency, µM (top dose mostly 57.5 µM), for the others: at the top dose activity, negative = inhibition, most hits filed as inhibitors; 0.17% of 330,000 active; AID 485367, 2010;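 note: potency is the fitted concentration of half-maximal effect; 0% = uninhibited 1x PFK enzyme wells and -100% = no-enzyme wells; nearly all actives have a fitted effect of over 60% in size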
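1.25 nM PFK with 0.5 mM F6P and 0.1 mM ATP in 0.1 M TEA pH 8.0, 5 mM MgCl2, incubated 45 min at room temperature; ADP measured by ADP-Glo luminescence; compounds titrated up to 57 uM.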
hERG WT inh: qHTS for Inhibitors of KCHN2 3.1: Wildtype qHTS. 0.37% of 340,000 active. activity change, % at 1.84 µM. AID 720551, 2013. Voltage-gated inwardly rectifying potassium channel KCNH2 (Homo sapiens), Q12809. U2OS, BacMam KCNH2, thallium flux FluxOr; hits give low values;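 active = maximum activity change below -70%; inconclusive = maximum activity change between -70% and -50%; inactive = maximum activity change above -50%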; note: % is set by controls: 0 for no effect and ±100 for the full control effect
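U2OS cells transduced with wild-type KCNH2 virus are loaded with FluxOr dye for 45 min, and thallium flux is measured in kinetic reads before and after stimulation buffer. Rate constants are normalized to DMSO controls.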
Giardia kill: Small Molecules that selectively kill Giardia lamblia: qHTS. Giardia lamblia trophozoite viability. activity change, % at 7.66 µM, hits read low. 0.15% of 340,000 active. AID 540267, 2011; in the data active = activity change below about -80%; inconclusive = between about -30% and that limit;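 note: parasites exposed to compound for two days anaerobically before the ATP read; % is set by controls: 0 for no effect and ±100 for the full control effect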
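Killing of trophozoites was scored by loss of ATP luminescence after a 48 hrs anaerobic exposure to compounds at 37 deg C, using 100 cells per well.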
BCR signal inh: qHTS Assay to Find Inhibitors of Chronic Active B-Cell Receptor Signaling; ABC-DLBCL IkBa-CBG/CBR reporter, luminescence ratio, 4 h; Potency, µM (titrated, usually from 46.1 µM), for inactives: at the top dose ratio change, negative = lower green/red ratio, hits mostly inhibitors; 0.05% of 340,000 active; AID 493014, 2011; active = well fitted inhibition curve with a large enough effect in the signal ratio, with a control signal flat, not every such curve was filed as active; inconclusive = small, poorly fitted or top-dose-only effect, or effect the other way, or a change in a side signal; the % refers to the signal ratio;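 note: potency is the fitted concentration of half-maximal effect; plate controls were basal doxycycline-induced cells for no effect and cells given 10 µM MG132 for full effect; MG132 reads +100%, hits lower the ratio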
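TMD8 ABC-DLBCL cells carrying doxycycline-inducible green luciferase fused to IkappaBalpha plus unfused red luciferase were exposed to compounds (up to 46 uM) for 4 hrs at 37C. Activity came from the overlap-corrected green/red luminescence ratio.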
CXXC DNA block: qHTS Fluorescence Polarization Assay for Inhibitors of MLL CXXC domain - DNA interaction; AID 2662, 2010; Histone-lysine N-methyltransferase 2A (Homo sapiens), Q03164; 0.037% of 290,000 active; MLL-CXXC / FITC-HOXA9 DNA fluorescence polarization; Potency, µM (highest dose often 115 µM), for inactives: top-dose activity change, negative = inhibition, hits mostly inhibitors; active = well fitted inhibition curve with a large enough effect in the polarisation, with a control signal flat, not every such curve was filed as active; inconclusive = small, poorly fitted or top-dose-only effect, or effect the other way, or a change in a side signal; inactive = no such curve, though single readings can be large or run the other way; the % refers to the polarisation; note: potency is the fitted concentration of half-maximal effect
Target sequence (Q03164 whole entry, looked up, the tested form may be a part): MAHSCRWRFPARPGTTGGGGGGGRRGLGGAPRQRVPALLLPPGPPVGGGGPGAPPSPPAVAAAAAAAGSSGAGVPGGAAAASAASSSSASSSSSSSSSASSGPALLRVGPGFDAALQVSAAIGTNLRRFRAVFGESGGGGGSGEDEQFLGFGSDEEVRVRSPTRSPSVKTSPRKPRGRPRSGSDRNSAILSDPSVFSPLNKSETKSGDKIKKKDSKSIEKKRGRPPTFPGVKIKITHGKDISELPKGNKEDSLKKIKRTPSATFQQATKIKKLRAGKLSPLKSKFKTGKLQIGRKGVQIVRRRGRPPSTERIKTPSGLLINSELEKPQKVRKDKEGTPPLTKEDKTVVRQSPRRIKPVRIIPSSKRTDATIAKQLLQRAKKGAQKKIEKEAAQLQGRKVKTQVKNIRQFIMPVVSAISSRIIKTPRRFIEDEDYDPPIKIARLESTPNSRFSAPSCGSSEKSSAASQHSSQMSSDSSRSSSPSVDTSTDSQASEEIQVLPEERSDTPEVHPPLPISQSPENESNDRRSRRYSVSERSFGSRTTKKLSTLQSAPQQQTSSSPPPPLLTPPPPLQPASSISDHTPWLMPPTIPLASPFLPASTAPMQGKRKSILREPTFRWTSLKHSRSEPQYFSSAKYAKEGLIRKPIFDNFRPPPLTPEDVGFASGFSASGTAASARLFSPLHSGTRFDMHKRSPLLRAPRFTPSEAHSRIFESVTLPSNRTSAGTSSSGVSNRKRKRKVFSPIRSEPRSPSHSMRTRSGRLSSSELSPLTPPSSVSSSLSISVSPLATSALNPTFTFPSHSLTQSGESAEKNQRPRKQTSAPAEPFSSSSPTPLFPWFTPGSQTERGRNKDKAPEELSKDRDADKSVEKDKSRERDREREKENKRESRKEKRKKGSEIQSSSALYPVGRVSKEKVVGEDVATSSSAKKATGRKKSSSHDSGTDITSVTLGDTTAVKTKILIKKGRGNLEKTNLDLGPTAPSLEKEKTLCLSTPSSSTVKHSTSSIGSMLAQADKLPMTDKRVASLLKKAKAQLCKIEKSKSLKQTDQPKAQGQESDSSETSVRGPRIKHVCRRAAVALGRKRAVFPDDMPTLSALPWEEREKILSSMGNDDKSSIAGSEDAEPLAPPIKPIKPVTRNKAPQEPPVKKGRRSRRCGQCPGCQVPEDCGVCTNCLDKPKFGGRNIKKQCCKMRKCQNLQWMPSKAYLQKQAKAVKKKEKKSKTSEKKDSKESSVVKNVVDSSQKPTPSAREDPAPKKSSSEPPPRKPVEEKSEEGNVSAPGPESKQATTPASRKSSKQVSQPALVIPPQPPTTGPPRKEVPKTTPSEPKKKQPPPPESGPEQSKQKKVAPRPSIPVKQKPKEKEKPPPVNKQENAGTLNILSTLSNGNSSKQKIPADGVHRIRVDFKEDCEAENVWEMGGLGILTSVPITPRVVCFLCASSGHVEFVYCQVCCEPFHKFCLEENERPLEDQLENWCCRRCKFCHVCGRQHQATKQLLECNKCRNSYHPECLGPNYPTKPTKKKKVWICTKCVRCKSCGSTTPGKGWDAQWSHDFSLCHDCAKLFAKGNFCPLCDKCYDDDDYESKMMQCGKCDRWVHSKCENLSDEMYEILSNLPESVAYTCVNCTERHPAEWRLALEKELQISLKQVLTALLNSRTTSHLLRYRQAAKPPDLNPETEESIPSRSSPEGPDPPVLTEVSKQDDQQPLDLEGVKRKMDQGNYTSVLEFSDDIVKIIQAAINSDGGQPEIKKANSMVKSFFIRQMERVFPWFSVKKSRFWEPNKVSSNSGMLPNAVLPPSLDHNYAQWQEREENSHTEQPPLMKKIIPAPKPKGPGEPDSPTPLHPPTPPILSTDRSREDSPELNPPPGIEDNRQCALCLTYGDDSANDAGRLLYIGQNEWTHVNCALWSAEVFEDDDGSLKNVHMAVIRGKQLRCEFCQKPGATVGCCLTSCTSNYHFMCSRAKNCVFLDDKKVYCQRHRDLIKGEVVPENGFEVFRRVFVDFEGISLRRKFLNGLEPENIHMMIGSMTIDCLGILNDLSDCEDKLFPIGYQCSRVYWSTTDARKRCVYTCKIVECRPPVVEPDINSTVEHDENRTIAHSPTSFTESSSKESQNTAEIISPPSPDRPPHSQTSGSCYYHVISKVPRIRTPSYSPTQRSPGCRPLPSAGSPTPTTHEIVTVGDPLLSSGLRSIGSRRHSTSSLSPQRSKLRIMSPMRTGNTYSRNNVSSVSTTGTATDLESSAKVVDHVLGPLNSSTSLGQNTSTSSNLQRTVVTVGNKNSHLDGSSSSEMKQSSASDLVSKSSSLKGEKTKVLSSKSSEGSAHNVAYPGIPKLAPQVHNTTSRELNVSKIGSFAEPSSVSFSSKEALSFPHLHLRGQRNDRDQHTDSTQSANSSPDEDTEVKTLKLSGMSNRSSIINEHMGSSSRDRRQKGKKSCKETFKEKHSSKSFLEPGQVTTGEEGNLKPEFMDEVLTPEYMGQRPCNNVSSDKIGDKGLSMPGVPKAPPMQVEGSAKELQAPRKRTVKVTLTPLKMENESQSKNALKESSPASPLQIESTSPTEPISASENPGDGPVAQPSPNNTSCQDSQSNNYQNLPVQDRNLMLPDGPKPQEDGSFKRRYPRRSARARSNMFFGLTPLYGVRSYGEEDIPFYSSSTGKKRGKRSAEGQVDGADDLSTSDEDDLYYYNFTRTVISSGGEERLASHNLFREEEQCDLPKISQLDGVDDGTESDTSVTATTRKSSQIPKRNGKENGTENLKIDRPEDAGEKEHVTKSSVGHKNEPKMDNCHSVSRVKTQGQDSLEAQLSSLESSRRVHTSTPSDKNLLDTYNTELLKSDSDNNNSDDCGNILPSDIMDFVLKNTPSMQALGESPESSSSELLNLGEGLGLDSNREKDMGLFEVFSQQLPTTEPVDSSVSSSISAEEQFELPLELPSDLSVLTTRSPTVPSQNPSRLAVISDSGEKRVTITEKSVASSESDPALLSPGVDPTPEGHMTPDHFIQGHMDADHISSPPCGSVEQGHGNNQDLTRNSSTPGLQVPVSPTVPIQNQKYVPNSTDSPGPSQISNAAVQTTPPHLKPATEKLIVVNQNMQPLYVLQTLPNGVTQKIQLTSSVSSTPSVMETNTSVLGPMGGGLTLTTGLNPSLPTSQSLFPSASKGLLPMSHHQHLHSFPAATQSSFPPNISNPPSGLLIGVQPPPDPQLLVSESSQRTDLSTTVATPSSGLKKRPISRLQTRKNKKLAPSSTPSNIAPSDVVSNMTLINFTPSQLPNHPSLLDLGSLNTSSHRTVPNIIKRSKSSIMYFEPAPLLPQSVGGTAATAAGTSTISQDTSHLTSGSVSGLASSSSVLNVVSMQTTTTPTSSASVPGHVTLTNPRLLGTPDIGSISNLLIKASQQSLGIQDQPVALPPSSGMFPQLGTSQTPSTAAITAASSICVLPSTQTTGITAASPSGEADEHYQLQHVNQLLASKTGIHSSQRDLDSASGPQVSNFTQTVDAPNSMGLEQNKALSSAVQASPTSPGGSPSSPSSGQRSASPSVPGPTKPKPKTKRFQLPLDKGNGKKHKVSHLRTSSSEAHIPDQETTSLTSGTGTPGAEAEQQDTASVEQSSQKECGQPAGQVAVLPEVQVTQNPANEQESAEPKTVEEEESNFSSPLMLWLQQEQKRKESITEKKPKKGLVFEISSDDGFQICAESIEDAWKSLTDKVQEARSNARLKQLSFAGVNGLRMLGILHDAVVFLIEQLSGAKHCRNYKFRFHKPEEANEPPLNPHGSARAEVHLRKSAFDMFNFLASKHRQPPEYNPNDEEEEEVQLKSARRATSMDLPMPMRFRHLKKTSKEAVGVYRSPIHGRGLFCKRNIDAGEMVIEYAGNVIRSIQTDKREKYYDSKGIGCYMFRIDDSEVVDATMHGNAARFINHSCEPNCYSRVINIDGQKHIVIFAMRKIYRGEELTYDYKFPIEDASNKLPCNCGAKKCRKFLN
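Fluorescence polarization: 7 uM MLL-CXXC (stock) preincubated 5 min with compounds, then 50 nM fluorescein-HOX-A9 DNA (stock) added; 30 min ambient. Buffer 50 mM Tris-HCl pH 7.5, 50 mM NaCl, 1 mM DTT, 0.05% BSA.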
GALK inh: qHTS Assay for Inhibitors of Human Galactokinase (GALK) | P51570 | Purified GALK, Kinase-Glo residual ATP luminescence | Potency, µM (highest dose often 57.5 µM), for inactives: at the top dose activity change, negative = inhibition, actives largely listed as inhibitors | 0.007% of 270,000 active | AID 1868, 2009; note: potency is the fitted concentration of half-maximal effect; % is set by controls: 0 for no effect and ±100 for the full control effect
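GALK at 5 nM final was combined with compound, 35 uM ATP and 100 uM galactose in HEPES pH8.0 with MgCl2 and DTT. The reaction ran one hour at room temperature before luminescent ATP detection.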
TCR activator: Activators of T cell receptors: qHTS campaign. primary human leukocytes, anti-CD3, IL-2 HTRF, 48 h. Potency, µM (top dose mostly 9.22 µM), without a hit: at the top dose activation of IL-2 secretion, usual class: activators. 330,000 tested, under 10 active. AID 504894, 2011; note: % of control where 0% means no effect
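48 hr co-incubation of compounds, a-CD3 beads and primary human leukocytes; IL-2 quantified homogeneously by HTRF with anti-IL-2 K and d2 conjugates.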
Active calls of the source: *; i = inactive; ? = inconclusive; . = not tested or not shown; & = joins results of further samples; [ ] = dose if it differs, or a comment. Unless noted, calls come from the whole dose curve; as a rule, active = well fitted curve in the direction sought with a large enough effect; inconclusive = small, poorly fitted or top-dose-only effect, or another doubt; inactive = no such curve, though single readings can be large; an effect the other way counts as inactive or inconclusive.

SMILES	A-T KAP1 phos	Coupling enz	TSHR antagonist	Tb PFK block	hERG WT inh	Giardia kill	BCR signal inh	CXXC DNA block	GALK inh	TCR activator
CCN(CC(=O)NCc1cccs1)C(=O)/C=C/c1ccc(OC)cc1OC	-9%	.	.	-8%	4	-6	-15%	.	.	-7%
CCCc1ncc(C(O)c2ccc(OC)cc2)n1C (stereo not drawn)	8%	0	5	0%	-9	3	0%	-7%	0%	-49%
Cc1ccccc1NC(=O)OCCN1CCN(Cc2ccccc2)CCC1=O	-10%	4&0	0	-3%	6	7	0%	1%	.	13%
CC(=O)N1CCN(c2ccc(S(=O)(=O)N3CCCCC3)cn2)CC1	9%	2	28	1%	12	48[activator]	4%	1%	-4%	-11%[46.1 µM]
Cc1cc2ccccc2n1CCNC(=O)c1ccccc1	-10%	-21	10	6%	-2	-30	10%	-6%	0%	-6%
COc1cc(C2C(C#N)=C(N)Oc3n[nH]c(-c4cccs4)c32)cc(OC)c1O (stereo not drawn)	-7%	-4	-5	2%	1	-3	-3%	24%	1%	-4%
C/C(=N\NC(=O)c1ccc(C)cc1C)c1ccc2c(c1)Nc1ccccc1S2	-2%	0	-20	-2%	-12	-2	?	23%	-1%	5%[46.1 µM]
O=C(CCn1c(=O)sc2ccccc21)Nc1ccon1	1%	5	6	-3%	22	-3	1%	-1%	-1%	1%[46.1 µM]
CCN1CCN(C(=S)Nc2ccsc2C(=O)OC)CC1	-3%	5	-5	-2%	6	0	-3%	?	0%	-8%
COc1ccc(C(=O)NNC(=O)C(C)NC(=O)c2ccccc2NC(=O)c2ccco2)cc1 (stereo not drawn)	-5%	0	16	-1%	-7	5	-20%	1%	-2%	-5%[46.1 µM]

Reprinted from the part before: 4 compounds; new compounds follow.
SMILES	A-T KAP1 phos	Coupling enz	TSHR antagonist	Tb PFK block	hERG WT inh	Giardia kill	BCR signal inh	CXXC DNA block	GALK inh	TCR activator
C/C(=N\NC(=O)c1ccc(C)cc1C)c1ccc2c(c1)Nc1ccccc1S2	-2%	0	-20	-2%	-12	-2	?	23%	-1%	5%[46.1 µM]
O=C(CCn1c(=O)sc2ccccc21)Nc1ccon1	1%	5	6	-3%	22	-3	1%	-1%	-1%	1%[46.1 µM]
CCN1CCN(C(=S)Nc2ccsc2C(=O)OC)CC1	-3%	5	-5	-2%	6	0	-3%	?	0%	-8%
COc1ccc(C(=O)NNC(=O)C(C)NC(=O)c2ccccc2NC(=O)c2ccco2)cc1 (stereo not drawn)	-5%	0	16	-1%	-7	5	-20%	1%	-2%	-5%[46.1 µM]
CC[C@]12c3[nH]c4cc(CCC(=O)N(C)C)ccc4c3CCN1C(=O)[C@@H](CC(=O)NCc1cccc(C(F)(F)F)c1)C[C@@H]2C(=O)N1CCN(C(=O)c2ccco2)CC1	19%	.	-11	-1%	2	12	?	.	.	3%[46.1 µM]
CCOC(=O)N1CCN(S(=O)(=O)c2ccc(C(=O)N(CCCN(C)C)c3nc4ccc(OC)cc4s3)cc2)CC1	-4%	1	-4	3%	13	4	2%	-5%	-3%	-2%
Cc1ccccc1C(=O)NCCNC(=O)c1cnccn1	-2%	0	-4	0%	-1	-3	3%	7%	1%	0%
COC(=O)CSCC(=O)Nc1nnc(-c2cccc(C)c2)s1	-1%	6	-10	-3%	12	-12	?	2%	9%	9%
Cc1nc(CNC(=O)c2cc(COc3c(F)cccc3F)on2)cs1	-5%	4	1	-4%	3	-12	5%	-6%	5%	1%
CC(=O)Nc1ccc(NC(=O)/C(=C/c2ccco2)NC(=O)c2ccccc2)cc1	2%	0	-2	-9%	18	11	1%	-1%	4%	2%
O=C(NC(=S)NCCN1CCOCC1)c1ccc(Cl)cc1Cl	3%	-3	25	0%	1	-8	-2%	-8%	3%	-5%
COc1ccc(-n2nc3c(c2NC(=O)C(C)Oc2ccccc2)CS(=O)(=O)C3)cc1 (stereo not drawn)	7%	2	7	-2%	-4	19	-4%	1%	16%	5%
COc1ccc(/C=C/C=C2\NC(=S)NC2=O)cc1	1%	6	-5	-3%	i	?	?	-2%	-7%	1%
COc1ccc([C@]23Cc4cc(C#N)ccc4[C@H](O2)c2c(cc(C)n(Cc4ccccc4)c2=O)O3)cc1	4%[11.5 µM]	2	.	-5%[11.5 µM]	.	.	-2%[9.22 µM]	0%[23 µM]	.	.
COC(=O)[C@]1(C)N[C@H](CN(C)C(=O)Nc2ccc(C)cc2)[C@@H]2C(=O)N(C)C(=O)[C@@H]21	10%	.	3	-4%	1	-13	0%	.	.	4%
CC(C)COc1ccc(CSCCNC(=S)Nc2ccccc2)cc1	3%	1	-6	0%	3	11	10%	6%	-3%	-1%
CCOC(=O)N1CCN(C(=O)C2CCC(=O)N(CCCc3ccccc3)C2)CC1 (stereo not drawn)	-6%	.	-4	-3%	-10	17	1%	12%	-5%	-7%
COc1cccc(C(=O)NCC(=O)NCc2cc(=O)n(C)c(=O)n2C)c1OC	1%	0	5	0%	6	4	5%	2%	.	-7%
COc1ccccc1N1C(=O)C2C3CC(c4ccccc4)C(C3)C2C1=O (stereo not drawn)	4%	1	5	2%	?	13	0%	4%	1%	6%[46.1 µM]
COc1ccccc1NC(=O)NCC(=O)Nc1ccc(F)c(F)c1	-1%	1	-2	-3%	-3	15	?	6%	-3%	-3%
CCN(CC)c1ccc(/C=N/n2c(C)nc3ccccc3c2=O)cc1	14%	1	-24	0%	-20	19	?	0%	-3%	13%
COC(=O)c1c(N)n(-c2ccc(N3CCOCC3)cc2)c2nc3ccccc3nc12	4%	-13	-13	-1%	.	.	?	13%	2%	.
Cc1cc(C)c2c(N)c(-c3nnc(SCc4ccc(Cl)cc4)n3C)sc2n1	-1%	0	-4	1%	-4	-2	-10%	-3%	6%	-3%
CCCc1nccn1S(=O)(=O)c1cc(OC)ccc1OC	-1%	2	-1	1%	4	0	?	-2%	0%	4%
COc1ccc(-c2csc(NC(=O)c3cccc(N4C(=O)CCC4=O)c3)n2)cc1C	2%	-1	19	-7%	-2	-1	0%	0%	-3%	-3%
Clc1ccc(-c2nnc(N3CCCC3)nn2)cc1	3%	1	-5	-2%	-1	-9	?	1%	8%	6%
CCOc1ccc2[nH]c(=O)c(CN(CCc3ccccc3)C(=O)N3CCOCC3)cc2c1	13%	-1	24	2%	3	-3	6%	-8%	3%	-4%
COc1cc2cc(CN(CCc3ccccc3C)C(=S)NCCCN(C)C)c(=O)[nH]c2cc1OC	0%	10	10	-3%	-12	31[activator]	0%	20%	1%	-1%[46.1 µM]
O=C(O/N=C1\CCS(=O)(=O)c2sccc21)c1ccc(F)cc1	-1%	1	1	-3%	.	-6	-1%	1%	8%	-9%
C=CCSC1=C(C#N)C(c2ccc(OCC)cc2)CC(=O)N1 (stereo not drawn)	4%	0	16	-3%	5	-3	?	-10%	2%	-15%
Cc1cc(NC(=O)COC(=O)c2ccc(S(=O)(=O)N3CCCc4ccccc43)cc2)no1	-1%	.	3	0%	-2	-4	?	7%	-3%	0%
Cc1cc(C)nc(N2CCCC(C(=O)NC3CC3)C2)n1 (stereo not drawn)	-9%	3	3	1%	-11	-9	1%	6%	-3%	-2%
NC(=O)c1cnn2c(C(F)(F)F)cc(-c3ccccc3)nc12	.	4	.	.	-4	2	.	11%	1%	-12%
CC(=O)c1ccc(OCCCC(=O)Nc2cccc(S(=O)(=O)N(C)C)c2)cc1	-1%	2	12	-4%	-4	23	1%	8%	0%	4%[46.1 µM]

Part of the list above in order of heavy-atom count, rising:
SMILES	A-T KAP1 phos	Coupling enz	TSHR antagonist	Tb PFK block	hERG WT inh	Giardia kill	BCR signal inh	CXXC DNA block	GALK inh	TCR activator
Clc1ccc(-c2nnc(N3CCCC3)nn2)cc1	3%	1	-5	-2%	-1	-9	?	1%	8%	6%
CC(=O)c1ccc(OCCCC(=O)Nc2cccc(S(=O)(=O)N(C)C)c2)cc1	-1%	2	12	-4%	-4	23	1%	8%	0%	4%[46.1 µM]
COc1ccc(-c2csc(NC(=O)c3cccc(N4C(=O)CCC4=O)c3)n2)cc1C	2%	-1	19	-7%	-2	-1	0%	0%	-3%	-3%
